# CHO-K1 Ca antag = M1 antagonist counterscreen hit in parental CHO-K1 cells; ATP-induced calcium, Fluo-8 fluorescence; inhibition, % at 3 µM; 0.6% of 360,000 active; AID 602250;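 active = inhibition above a per-plate cutoff, the plate's mean sample inhibition plus 3 SD, cut at about 24% in these data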;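 note: 0% = DMSO plus EC80 ATP and 100% = DMSO alone without ATP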
# M4 ag = CHRM4 agonism in calcium assay | P08173 | CHO-K1 hM4/Gqi5, Fluo-8 calcium fluorescence; vehicle 0%, full acetylcholine response 100% | activation, % at 3 µM | 0.14% of 360,000 active | AID 624127;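 active = activation above the run mean over all test wells plus 3 SD, cut at about 32% in these data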;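 note: peak over basal fluorescence ratio per well then scaled between controls; 0% = DMSO wells and 100% = acetylcholine at EC100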
# Target sequence (P08173 whole entry, looked up): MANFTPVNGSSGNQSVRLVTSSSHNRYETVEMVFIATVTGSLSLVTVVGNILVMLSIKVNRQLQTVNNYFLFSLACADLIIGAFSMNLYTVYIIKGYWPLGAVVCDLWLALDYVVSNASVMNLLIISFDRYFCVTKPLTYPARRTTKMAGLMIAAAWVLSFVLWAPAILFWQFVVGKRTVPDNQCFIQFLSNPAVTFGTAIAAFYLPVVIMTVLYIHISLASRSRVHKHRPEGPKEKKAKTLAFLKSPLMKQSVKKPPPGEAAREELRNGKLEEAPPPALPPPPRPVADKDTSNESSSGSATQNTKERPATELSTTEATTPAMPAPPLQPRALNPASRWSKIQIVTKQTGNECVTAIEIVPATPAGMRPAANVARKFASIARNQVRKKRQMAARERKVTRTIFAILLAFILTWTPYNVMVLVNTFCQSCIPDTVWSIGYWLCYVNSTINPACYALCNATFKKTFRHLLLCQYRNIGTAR
# M1 ag = activates human CHRM1 receptor | P11229 | CHO-K1 hM1, Fluo-8 calcium fluorescence, agonist mode; 0% DMSO, 100% acetylcholine EC100 | activation, % at 3 µM | 0.33% of 360,000 active | AID 588814;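 active = activation above the run's mean compound activation plus 3 SD, cut at about 16% in these data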;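 note: peak over basal fluorescence ratio within a 140 s kinetic read after compound addition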
# Target sequence (P11229 whole entry, looked up): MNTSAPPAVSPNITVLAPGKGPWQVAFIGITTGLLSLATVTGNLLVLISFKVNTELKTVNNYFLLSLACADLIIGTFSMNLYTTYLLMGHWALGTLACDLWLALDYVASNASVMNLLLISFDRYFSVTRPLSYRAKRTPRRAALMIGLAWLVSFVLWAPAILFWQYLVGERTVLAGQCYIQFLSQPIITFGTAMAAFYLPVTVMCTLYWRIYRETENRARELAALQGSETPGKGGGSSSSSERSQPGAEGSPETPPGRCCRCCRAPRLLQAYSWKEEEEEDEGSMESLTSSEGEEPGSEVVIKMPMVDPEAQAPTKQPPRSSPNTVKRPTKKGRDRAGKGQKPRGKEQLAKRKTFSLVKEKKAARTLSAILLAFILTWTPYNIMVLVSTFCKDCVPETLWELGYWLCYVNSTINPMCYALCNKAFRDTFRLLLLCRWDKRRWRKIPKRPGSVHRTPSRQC
# CHRM4 antagonist = antagonists of human muscarinic M4 receptor (CHRM4); P08173; CHO-hM4 cells, ACh EC80, Fluo-8 calcium fluorescence; 0.73% of 360,000 active; inhibition, % at 3 µM; AID 624125;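 active = inhibition above its plate's cutoff, the mean inhibition of sample wells plus 3 SD, cut at about 27% in these data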;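 note: 0% = acetylcholine EC80 with DMSO and 100% = DMSO without agonist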
# M1 PAM = human CHRM1 positive allosteric modulation. activation, % at 3 µM. P11229. AID 588819. 0.088% of 360,000 active. CHO-K1 hM1, Fluo-8 calcium fluorescence, ACh EC20; 0% = ACh EC20, 100% = maximal ACh; in the data active = activation above about 19%, passing the limit was not always enough
# M1 antag = human CHRM1 antagonism. 1.3% of 360,000 active. CHO-K1 hM1, Fluo-8 calcium fluorescence, ACh EC80 antagonist. inhibition, % at 3 µM;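 active = percent inhibition above its own plate's cutoff, namely the mean of that plate's compound wells plus 3 SD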;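 note: peak over basal fluorescence ratio during 140 s after agonist addition; 0% = ACh EC80 plus DMSO and 100% = DMSO alone without agonist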
# CHO-K1 Ca ag = nonselective activator or artifact in parental CHO-K1 cells | Fluo-8 calcium fluorescence; scaled to maximal ATP response, vehicle zero | activation, % at 3 µM | 0.48% of 360,000 active | AID 602248; in the data active = activation above about 15%;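 note: untransfected CHO-K1 host cells lacking M1 receptor as counterscreen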
# CHO parental Ca = counter-screen for OX1R antagonists: effect in parental CHO cells; parental CHO-K1, ATP-induced calcium, Fluo-8 fluorescence; inhibition, % at 5.6 µM; 0.63% of 330,000 active; AID 463079;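 active = inhibition above that plate's mean sample inhibition plus 3 SD, cut at about 26% in these data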;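 note: 0% = ATP-challenged DMSO wells and 100% = DMSO wells without ATP; some compounds past the cut are filed as inactive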
#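 Assay system – parental CHO cells · Reagent – ATP stimulus · Detection – intracellular calcium via Fluo-8 no-wash fluorescent dye · Evaluation – percent inhibition of ATP-evoked calcium rise, normalized to controls · Controls – ATP wells versus no-ATP DMSO wells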
# OXTR potentiate = potentiates the human oxytocin receptor response. P30559. 0.061% of 320,000 active. CHO-OTR cells, Fluo-8 calcium fluorescence, potentiator mode; 0% = oxytocin EC15, 100% = EC100. activation, % at 3 µM;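 active = activation above that plate's cutoff, the mean activation of tested compounds plus 3 SD, cut at about 6.6% in these data, passing the limit was not always enough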;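 note: 100% uses oxytocin at 75 nM as the full agonist control; some results filed as inactive read as strong as hits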
#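 System: human OTR in CHO cells; Also added: sub-maximal oxytocin, roughly EC15; Timing: compound 6 min at room temperature before oxytocin, 100 s read; Technique: Fluo-8 intracellular calcium fluorescence, ex 470-495, em 515-575 nm; Controls: oxytocin EC15 low and EC100 high; Replication: singlicate.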
# Active calls of the source: *; x = no result given. Rows were taken by chance, and some 2.9% of all compounds hit somewhere here.
SMILES,CHO-K1 Ca antag,M4 ag,M1 ag,CHRM4 antagonist,M1 PAM,M1 antag,CHO-K1 Ca ag,CHO parental Ca,OXTR potentiate
Cn1c2c(c(=O)n(C)c1=O)C(CC(=O)Nc1ccccc1F)C(=O)N2 (stereo not given),-9,0,0,22,8,-14,0.9,-3,-7
COc1ccc(C2(CNC(=O)c3ccccc3[N+](=O)[O-])CCOCC2)cc1,-8,1,-10,-6,5,-5,0.3,11,-1
O=C(O)CC/C(=C\c1ccc(N2CCCC2)c([N+](=O)[O-])c1)c1nc2ccccc2s1,-10,4,-5,0,4,-4,1.4,-11,-18
COC(=O)CCC(=O)NC(=S)Nc1ccc(S(=O)(=O)Nc2cc(OC)nc(OC)n2)cc1,-7,1,-7,8,13,-10,0.4,-7,-4
CCOC(=O)c1cc(C#N)c(N2CCCNCC2)nc1C(F)(F)F,-9,1,-8,-12,8,-5,2.9,-11,0
Cc1ccc(Nc2nc(-c3ccncc3)cs2)cc1,-10,0,-14,5,-2,-5,-1.0,x,x
CC(C)c1csc(CN2CCC(CO)(Cc3cccc(F)c3)CC2)n1,2,2,-8,7,-20,26,4.4,-8,-16
CCOC(=O)C1(CCOc2ccccc2)CCN(Cc2cc(OC)cc(OC)c2)CC1,6,9,-2,3,-14,22,8.0,8,-14
CCN1CCN(C(=O)Cn2ncc3c([nH]c4ccccc43)c2=O)CC1,-16,2,-3,-9,12,-13,1.9,-16,0
Cc1ccc(C)c(N2CCN(CCN3CCCCC3)CC2)c1,2,15,-7,2,-7,10,6.3,-8,-5
Cc1ccc2[nH]c(=O)c(CN(Cc3cccnc3)C(=S)NCCCN(C)C)cc2c1,-24,1,-8,-10,-1,-3,0.8,9,-2
O=[N+]([O-])c1ccc2c(c1)CCN2,6,2,-1,-10,6,-4,-0.3,x,x
CCCCOC(=O)C(C#N)c1nc2ccccc2nc1N1CCOCC1 (stereo not given),-17,1,-2,-8,-5,1,0.1,-2,-5
COc1ccc(NC(=O)C(=O)Nc2cccc3ccccc23)c(OC)c1,-5,0,-3,-11,4,-11,-0.2,-11,-4
O=C(Nc1ccncc1)c1sc2ccccc2c1Cl,-9,9,-6,-2,-9,11,5.8,-16,-5
Cc1cc(C)nc(NS(=O)(=O)c2ccc(N3Cc4ccccc4C3=O)cc2)n1,3,1,-9,7,5,-4,0.0,-11,-8
Cc1cccc(N2C(=O)C(Cl)=C(Nc3c(C)n(C)n(-c4ccccc4)c3=O)C2=O)c1C,-2,1,-4,5,0,-13,0.1,-13,2
O=C1OCCN1C(=O)[C@H]1[C@H](c2ccc([N+](=O)[O-])cc2)C(c2ccc(F)cc2)=NN1c1ccc(Br)cc1,-16,2,2,2,8,6,0.1,-8,x
COc1ccccc1N1CCN(C(=O)COc2ccc(Cl)cc2)CC1,-16,7,-3,1,5,-2,4.5,7,-10
O=C(CCSCCc1ccncc1)NCCCN1CCOCC1,18,2,-2,-1,-8,19,-0.1,-1,-3
Cc1nn(-c2ccccc2)c2c1C(c1ccc(Br)s1)C(C#N)=C(N)O2 (stereo not given),-5,1,0,0,8,2,0.6,x,x
Cc1cccn2c(=O)c(C(=O)NC3CCCCC3C)c(O)nc12 (stereo not given),-7,4,-3,-6,6,-7,-0.3,-19,-12
CC(=O)c1c(C)[nH]c(C(=O)OCC(=O)N2CCN(S(=O)(=O)c3ccc(C)cc3)CC2)c1C,-7,15,-2,-5,-4,6,3.5,-30,-5
COc1cccc(-n2c(CNc3ccc(F)cc3)nnc2SCC(N)=O)c1,4,0,-4,10,-3,8,0.4,-7,-3
O=C(Cc1ccc(Cl)cc1)Nc1ccc(Br)cc1,-6,5,-2,-7,0,0,4.5,8,-7
Cc1ccccc1NC(=O)NCc1cccnc1,4,1,-4,12,10,-5,0.2,-11,0
O=[N+]([O-])c1ccc(NCCCN2CCOCC2)c([N+](=O)[O-])c1,2,2,-11,4,-3,3,0.9,9,-3
O=C(COc1ccccc1Cl)N1CCN(C(=O)c2ccco2)CC1,17,1,-1,-3,-1,13,0.1,0,-4
CCCCN1Cc2c(nc3cc(-c4ccco4)[nH]n3c2=O)C1=O,-5,0,-2,-5,7,-12,-0.1,-8,7
Cc1ccc(CCNS(=O)(=O)c2ccc3c(c2)NC(=O)C(C)C(=O)N3)cc1 (stereo not given),-17,1,-2,-17,5,-10,-0.1,-13,-1
CCOc1ccccc1NC(=O)CSc1nnc2ccc(-c3ccccn3)nn12,2,2,3,-10,15,-11,0.2,-8,-5
COc1ccc(-c2csc(C(O)c3ccc(OC)cc3)n2)cc1 (stereo not given),-7,20,6,-11,-2,-3,10,x,x
CC1CCC(NS(=O)(=O)c2ccc(N3CCCC3=O)cc2)CC1 (stereo not given),23,31,6,32*,-21,46*,20*,-1,-15
CC(C)(C)OC(=O)c1c(N)n(CCCN2CCCC2=O)c2nc3ccccc3nc12,-6,8,-4,-2,-3,-15,2.2,-6,-1
Cc1cc(=O)[nH]c(SCC(=O)Nc2ccccc2C)n1,-6,0,-6,4,4,-2,-0.4,3,-3
COc1cccc(CNC(=O)C2CCCN(c3nc4ccccc4o3)C2)c1 (stereo not given),-9,6,-6,-27,-1,-1,3.2,-16,-2
Cc1ccc(C(=O)NCC(=O)NC2CC2)cc1,-16,3,1,-3,6,-5,0.0,-18,-5
COc1cc(NS(=O)(=O)c2ccc3c(c2)C(C)(C)C(=O)N3C)cc(OC)c1,-12,3,-1,2,3,-3,0.6,-1,-8
N/C(=N\OC(=O)Cc1ccc(-c2ccccc2)cc1)c1cccnc1,-5,2,-4,-5,1,1,5.9,-9,-10
O=C(Nc1ccccc1)c1ccc2nsnc2c1,30*,0,-1,2,9,5,-0.1,-2,-1
CC(CC(=O)NCc1ccc(Cl)cc1)c1ccccc1 (stereo not given),4,0,-2,2,12,-16,-0.1,-4,-12
Cn1c(=O)n(C)c2cc(S(=O)(=O)Nc3ccccc3)ccc21,-1,4,-2,8,-1,0,3.1,6,-6
CCCOc1ccc(C2C(C(=O)c3ccc(C)o3)=C(O)C(=O)N2CCCn2ccnc2)cc1 (stereo not given),-8,1,-5,-8,4,-9,0.4,-10,-3
CCOC(=O)C1=C(c2ccccc2)NC(=S)NC1c1ccc(C)c([N+](=O)[O-])c1 (stereo not given),-10,-4,-10,-1,4,-8,-0.8,-18,-1
Cc1ccc(NC(=O)c2cc(S(=O)(=O)NCC3CCCO3)ccc2F)cc1 (stereo not given),-4,3,-3,-11,2,-5,0.5,x,x
CN(C)C(=O)N1CCC(C(=O)NCc2ccc(F)cc2)CC1,-3,0,-1,-11,9,-11,-0.5,-11,0
COc1cc2c3c(c1OC)C(=O)CC3CCCC2 (stereo not given),-7,0,-11,4,-2,3,0.3,x,x
NC(=O)c1ccsc1NC(=O)CS(=O)(=O)c1ccc(Cl)cc1,-2,20,3,6,-5,17,9.0,-3,-9
C=CCn1c(O)c(N=NC(=O)c2ccc3c(c2)OCO3)c2ccccc21,-7,0,-1,1,14,-40,0.6,-11,-10
CCC(=O)N1CCCc2cc(S(=O)(=O)CCC(=O)Nc3ccccc3C)ccc21,-18,-1,-2,-4,1,-3,0.6,-9,-4
O=C(Nc1sc2c(c1CN1CCOCC1)CCC2)c1ccc(F)cc1,-8,-2,-7,-10,8,-6,0.9,-23,-13
Cc1ccc(C2CC(c3cccc(NS(C)(=O)=O)c3)=NN2S(C)(=O)=O)cc1 (stereo not given),-7,3,-4,-6,10,-4,1.4,-1,-5
CCn1cc(C(=O)NCC2CCCO2)c(=O)c2cc(S(=O)(=O)N(C)C3CCCCC3)ccc21 (stereo not given),-2,18,-5,-20,-6,0,4.1,-5,-20
CC(C)c1[nH]c(=O)c(C#N)c2c1COC(C)(C)C2,10,1,-3,-5,-3,2,0.0,-7,-8
CC(C)(C)c1csc(NNC(=O)c2ccc(Br)cc2)n1,-17,3,-4,-4,-2,-8,1.3,-16,-4
COc1ccc(S(=O)(=O)Nc2nc3c(s2)C(=O)CC(C)(C)C3)cc1,-1,0,5,15,16,-7,-0.1,9,-3
O=C(NCc1ccc2c(c1)OCO2)C1CCN(S(=O)(=O)c2ccc(F)cc2)CC1,-17,3,-2,0,-4,2,2.2,2,0
Cc1ccc(S(=O)(=O)N2CCN(c3ncnc4sccc34)CC2)cc1,16,16,1,18,-9,30*,14,37*,-14
CC1CCN(C(=O)COC(=O)c2cc(Cl)c3c(c2)OCO3)CC1,-19,1,-7,-29,5,-9,1.0,-17,-6
Cc1ccc(-c2cn3cccnc3n2)cc1NC(=O)c1c(-c2ccccc2Cl)noc1C,-27,4,-10,-4,2,1,4.8,-3,-4

# A different layout for 6 compounds above.
SMILES	CHO-K1 Ca antag	M4 ag	M1 ag	CHRM4 antagonist	M1 PAM	M1 antag	CHO-K1 Ca ag	CHO parental Ca	OXTR potentiate
O=C(Nc1sc2c(c1CN1CCOCC1)CCC2)c1ccc(F)cc1	-8	-2	-7	-10	8	-6	0.9	-23	-13
Cc1ccc(C2CC(c3cccc(NS(C)(=O)=O)c3)=NN2S(C)(=O)=O)cc1 (stereo not given)	-7	3	-4	-6	10	-4	1.4	-1	-5
CCn1cc(C(=O)NCC2CCCO2)c(=O)c2cc(S(=O)(=O)N(C)C3CCCCC3)ccc21 (stereo not given)	-2	18	-5	-20	-6	0	4.1	-5	-20
CC(C)c1[nH]c(=O)c(C#N)c2c1COC(C)(C)C2	10	1	-3	-5	-3	2	0.0	-7	-8
CC(C)(C)c1csc(NNC(=O)c2ccc(Br)cc2)n1	-17	3	-4	-4	-2	-8	1.3	-16	-4
COc1ccc(S(=O)(=O)Nc2nc3c(s2)C(=O)CC(C)(C)C3)cc1	-1	0	5	15	16	-7	-0.1	9	-3

# Next structures.
SMILES,CHO-K1 Ca antag,M4 ag,M1 ag,CHRM4 antagonist,M1 PAM,M1 antag,CHO-K1 Ca ag,CHO parental Ca,OXTR potentiate
O=C(Nc1cccc(S(=O)(=O)N2CCCC2)c1)c1ccc(Cl)nc1,-2,9,-3,7,-10,10,2.3,-19,-2
Cc1ccc(/C=C2\CCOC2=O)cc1,-12,-1,-6,1,11,-12,-1.0,3,-5
CCc1ccc(OCCCC(=O)Nc2nnc(C3CCCO3)s2)cc1 (stereo not given),-14,2,-3,-11,2,-1,0.0,-19,0
Cc1cc(C(=O)NCCC2=CCCCC2)ccc1[N+](=O)[O-],15,5,-8,-2,-1,5,0.3,0,-16
Nc1nc2c(ncn2[C@@H]2O[C@H](CNS(=O)(=O)c3cccnc3)[C@@H](O)[C@H]2O)c(=O)[nH]1,1,1,-1,2,-5,1,0.4,x,x
CN=c1scc(-c2cccs2)n1/N=C/c1ccccc1O,3,3,-10,5,-1,3,2.2,-20,2
CC1=N/C(=C\c2ccc([N+](=O)[O-])cc2)C(=O)N1c1ccc(F)cc1F,-1,2,5,-18,17,0,0.3,-10,0
O=C(N/N=C/c1ccncc1)C1CC1(c1ccccc1)c1ccccc1 (stereo not given),-9,1,-3,2,8,-10,1.1,-27,-10

# Screens from PubChem.
